Pol kappa inh: qHTS for Inhibitors of Polymerase Kappa; DNA polymerase kappa (Homo sapiens), Q9UBT6; purified Pol kappa, fluorescent DNA synthesis assay, 10 min; Potency, µM (titrated, usually from 107 µM), for inactives: top-dose activity, negative = inhibition, hits mostly inhibitors; hit rate 0.53% among 400,000; further: potency means the concentration at half of the fitted maximal effect; on the % scale 0 is the no-effect control and ±100 the full control effect
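Kinetic fluorescence screen: compound preincubated 15 min RT with 10 nM enzyme; 50 nM substrate (final) initiates; reads at 0/10 min.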
POLB inh: qHTS Assay for Inhibitors of DNA Polymerase Beta; AID 485314, 2010; Pol beta primer extension/strand displacement, fluorescence kinetic; P06746; hit rate 1.3% among 340,000; Potency, µM (highest dose often 114 µM), for inactives: at the top dose activity change, negative = inhibition, usual class: inhibitors; further: potency means the concentration at half of the fitted maximal effect; on the % scale 0 is the no-effect control and ±100 the full control effect
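Pol beta (10 nM) and compounds were preincubated 15 min at room temperature, then 50 nM substrate (final) started primer extension/strand displacement. Reads were taken at 0 and 10 min; concentration-response data were fitted to a four-parameter Hill equation.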
RGS4 inh: Inhibitors of Regulator of G Protein Signaling (RGS) 4: qHTS; Regulator of G-protein signaling 4 (Homo sapiens), P49798; hit rate 0.039% among 390,000; Potency, µM (highest dose often 114 µM), for inactives: at the highest dose activity change, negative = inhibition, usual class: inhibitors; Transcreener GDP fluorescence polarization, RGS4-accelerated GTP hydrolysis; further: potency means the concentration at half of the fitted maximal effect; on the % scale 0 is the no-effect control and ±100 the full control effect; nearly all actives have a fitted effect of over 75% in size; some results filed as inactive show a strong effect at the top dose
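MLSMR compounds (23 nl, pin-transferred) preincubated 10 min at room temperature with a 500nM (2x) first reagent, then RGS4 at 900nM (2x) plus Transcreener GDP mix added; fluorescence polarization (620/688 nm) read before and after 90 min at 30 °C.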
ERG-DNA inh: qHTS for Small Molecule Inhibitors of the ERG Ets/DNA interaction. Transcriptional regulator ERG (Homo sapiens), P11308. fluorescence polarization, His-ERG Ets domain / labelled DNA. Potency, µM (doses to about 76.9 µM), without a hit: at the highest dose FP activity, negative = inhibition, actives largely listed as inhibitors. hit rate 0.028% among 370,000. AID 624246, 2012; active means well fitted inhibition curve with a large enough effect in the polarisation, with a control signal flat; inconclusive means small, poorly fitted or top-dose-only effect, or effect the other way, or a change in a side signal; inactive means no such curve, though single readings can be large or run the other way; the % refers to the polarisation;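 further: polarization taken with two DNA probes labelled with fluorescein and Texas red; potency means the concentration at half of the fitted maximal effect; % of control where 0% means no effect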
Target sequence (P11308 whole entry, looked up, the tested form may be a part): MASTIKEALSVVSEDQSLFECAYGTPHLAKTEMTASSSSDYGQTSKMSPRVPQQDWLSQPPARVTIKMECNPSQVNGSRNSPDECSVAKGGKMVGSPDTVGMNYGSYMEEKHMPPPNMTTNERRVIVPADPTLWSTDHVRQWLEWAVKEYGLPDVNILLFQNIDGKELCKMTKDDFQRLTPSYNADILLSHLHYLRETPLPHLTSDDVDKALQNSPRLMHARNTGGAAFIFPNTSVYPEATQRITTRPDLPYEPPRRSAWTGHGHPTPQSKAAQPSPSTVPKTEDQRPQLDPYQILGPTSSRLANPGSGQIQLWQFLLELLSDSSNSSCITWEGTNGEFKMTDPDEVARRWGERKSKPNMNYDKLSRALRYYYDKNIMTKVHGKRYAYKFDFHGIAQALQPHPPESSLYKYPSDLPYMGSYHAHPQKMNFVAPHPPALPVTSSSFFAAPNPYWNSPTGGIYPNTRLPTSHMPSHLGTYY
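His-tagged ERG Ets domain (1 uM in the protein solution; 300mM KCl, 50mM Tris-HCl, 1mM EDTA, 1mM DTT, pH 7.5) received compound, then a probe mix of 5 nM fluorescein-DNA and 100nM Texas-615-DNA. Fluorescence polarization was read for both dyes.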
Anesthetic bind: qHTS Assay for Identification of Novel General Anesthetics | Ferritin light chain (Equus caballus), P02791 | apoferritin/1-aminoanthracene competitive binding, fluorescence | Potency, µM (doses to about 77.5 µM), for inactives: at the highest dose activity change, negative = displacement, most hits filed as inhibitors | hit rate 0.074% among 350,000; further: potency means the concentration at half of the fitted maximal effect; on the % scale 0 is the no-effect control and ±100 the full control effect; nearly all actives have a fitted effect of over 20% in size
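Read-out: endpoint 1-AMA fluorescence, excitation 380 nm and emission 535 nm, after compounds sit 10 min at room temperature with 10 uM horse-spleen apoferritin in 50% saturated 1-AMA/PBS. Values come from four-parameter Hill fits.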
12-LOX inh: Primary qHTS assay for inhibitors of human arachidonate 12S-lipoxygenase (ALOX12): Round 2; Polyunsaturated fatty acid lipoxygenase ALOX12 (Homo sapiens), P18054; purified 12hLO, xylenol orange hydroperoxide absorbance; Potency, µM (titrated, usually from 108 µM), without a hit: at the top dose activity change, negative = inhibition, most hits filed as inhibitors; hit rate 1.1% among 580,000; AID 1671190, 2021; further: potency means the concentration at half of the fitted maximal effect; on the % scale 0 is the no-effect control and ±100 the full control effect
Target sequence (P18054 whole entry, looked up): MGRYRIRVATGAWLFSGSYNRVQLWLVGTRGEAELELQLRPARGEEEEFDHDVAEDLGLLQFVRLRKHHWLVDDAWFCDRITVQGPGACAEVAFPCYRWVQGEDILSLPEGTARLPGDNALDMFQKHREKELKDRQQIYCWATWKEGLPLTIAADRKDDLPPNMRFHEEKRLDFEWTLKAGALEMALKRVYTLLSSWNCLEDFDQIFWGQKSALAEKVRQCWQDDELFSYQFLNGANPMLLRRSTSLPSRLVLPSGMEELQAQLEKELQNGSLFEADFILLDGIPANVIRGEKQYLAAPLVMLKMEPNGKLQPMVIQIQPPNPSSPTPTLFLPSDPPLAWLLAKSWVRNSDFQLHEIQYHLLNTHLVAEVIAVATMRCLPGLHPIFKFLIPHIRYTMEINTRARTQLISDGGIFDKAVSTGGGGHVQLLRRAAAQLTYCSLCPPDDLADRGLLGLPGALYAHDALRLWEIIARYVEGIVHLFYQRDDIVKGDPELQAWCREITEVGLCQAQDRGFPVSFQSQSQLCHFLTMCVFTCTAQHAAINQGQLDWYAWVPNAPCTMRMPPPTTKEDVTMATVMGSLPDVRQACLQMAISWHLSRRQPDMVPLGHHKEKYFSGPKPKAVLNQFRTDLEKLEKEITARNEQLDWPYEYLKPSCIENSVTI
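Purified human 12hLO at 150 nM in 25 mM Hepes, 0.01% Triton X-100, pH 7.0, preincubated 15 min at room temperature with compound. Reaction started with 40 uM arachidonic acid, 30 min at room temperature. Hydroperoxide measured by Fe-xylenol orange, 573/405 nm absorbance ratio.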
LDHA inh: qHTS assay for inhibitors of human lactate dehydrogenase | purified LDHA, NADH/diaphorase-resazurin fluorescence; active compounds read low | L-lactate dehydrogenase A chain (Homo sapiens), P00338 | activity change, % (values are at about 110 or 230 µM) | hit rate 0.15% among 480,000; in the data active means activity change below about -30%; inconclusive means mostly about -25% to -30%;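 further: plate controls were DMSO wells for no effect and wells without enzyme for full effect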
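Remaining NADH was detected by diaphorase (0.133 mg/mL) converting 37 µM resazurin to fluorescent resorufin, read at 0 and 20 minutes. The preceding 5-minute room-temperature reaction used 2 nM LDHA, 0.2 mM sodium pyruvate and 0.06 mM NADH at pH 7.4.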
APEX1 inh: qHTS Assay for Inhibitors of the Human Apurinic/apyrimidinic Endonuclease 1 (APE1); Potency, µM (titrated, usually from 65.8 µM), inactives show at the top dose activity change, negative = inhibition, usual class: inhibitors; DNA repair nuclease/redox regulator APEX1 (Homo sapiens), P27695; recombinant APE1, TAMRA/BHQ-2 abasic DNA cleavage fluorescence; hit rate 0.35% among 350,000;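 further: potency means the concentration at half of the fitted maximal effect; plate controls were vehicle for no effect and reference inhibitor for full effect; nearly all actives have a fitted effect of over 55% in size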
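Quantitative HTS: incision of a TAMRA/BHQ-2 double-stranded substrate bearing a tetrahydrofuran abasic site by 0.75 nM APE1 raises fluorescence. Substrate 50 nM final, added after 15 min compound preincubation at room temperature; progress as third-minus-first kinetic read difference.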
POLH inh: qHTS for Inhibitors of Polymerase Eta. recombinant Pol eta, fluorescent DNA replication assay. Potency, µM (top dose mostly 114 µM), for inactives: top-dose activity change, negative = inhibition, most hits filed as inhibitors. hit rate 1.2% among 390,000. DNA polymerase eta (Homo sapiens), Q9Y253. AID 588591, 2011; further: potency means the concentration at half of the fitted maximal effect; on the % scale 0 is the no-effect control and ±100 the full control effect
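Pol eta at 10 nM preincubated with compounds 15 min at room temperature; reaction started with fluorescent substrate (50 nM final) and read kinetically at 0 and 10 min.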
The depositor's hits bear a star; u = inconclusive; x = no result given; & = joins results of further samples; [ ] = remark or other dose. Unless noted, the call rests on the fitted dose curve; in most records, active means well fitted curve in the direction sought with a large enough effect; inconclusive means small, poorly fitted or top-dose-only effect, or another doubt; inactive means no such curve, though single readings can be large; an effect the other way counts as inactive or inconclusive.

APEX1 inh | RGS4 inh | LDHA inh | Anesthetic bind | 12-LOX inh | POLB inh | POLH inh | ERG-DNA inh | Pol kappa inh | Compound
30% | -10% | 7 | 196%[activator] | 2% | 19% | 2% | 8% | -11% | CC1CCN(C(=O)c2ccc([N+](=O)[O-])o2)CC1
-4% | u | 21 | -15% | u | 38% | -7% | -3% | 7% | COc1ccc(NN=Nc2nc3c([nH]2)c(=O)n(C)c(=O)n3C)cc1
4% | -6% | -4 | -16% | 0% | 10% | 3% | -7% | -4% | COc1ccc(CNC(=O)CCCOc2cc(=O)n(C)c3ccccc23)cc1
2% | 14% | -4 | -4% | 0% | 0% | -12% | 19% | 5% | CCn1c(CNC(=O)Cc2ccc(OC)cc2)nnc1SCC(=O)NC1CCCCC1
-17% | 13% | -3 | x | u | x | -10% | 0% | -15% | O=C1N[C@@H](c2ccccc2)COC(=O)[C@@H](Cc2ccc(F)cc2)C/C=C\C[C@H]1CC(=O)N(CCO)Cc1ccccc1
u | -8% | 1 | -19% | -18% | -11% | -20% | -4% | -11% | CN(C)c1ccc(C(CNS(=O)(=O)c2ccc(F)c(F)c2)c2c[nH]c3ccccc23)cc1 (centres undefined)
-4% | -7% | -5 | -8% | -16% | -2% | -11% | 14% | -7% | O=C(/C=C/c1cccc([N+](=O)[O-])c1)NCCSCc1ccc(Cl)cc1Cl
-5% | 6% | -15 | -5% | 11% | -23% | u | 1% | -9% | OCCN1CCN(c2ncnc3sc(-c4ccccc4)cc23)CC1
9% | u | -4 | -21% | -12% | 5% | -5% | -7% | -4%[60.1 µM] | C=CCOc1ccccc1C(=O)/C=C1/C(=O)Nc2ccccc21
7.1µM* | -1%[11.4 µM] | 1 | -12% | x | 10µM* | 3.2µM* | 1% | 28µM* | Cc1c(C(=O)OCC2CCCO2)[nH]c2c1C(=O)CC(c1ccco1)C2 (centres undefined)

Whole records from above. Values in the order: APEX1 inh	RGS4 inh	LDHA inh	Anesthetic bind	12-LOX inh	POLB inh	POLH inh	ERG-DNA inh	Pol kappa inh
Results for O=C(/C=C/c1cccc([N+](=O)[O-])c1)NCCSCc1ccc(Cl)cc1Cl = -4%	-7%	-5	-8%	-16%	-2%	-11%	14%	-7%
Results for Cc1c(C(=O)OCC2CCCO2)[nH]c2c1C(=O)CC(c1ccco1)C2 (centres undefined) = 7.1µM*	-1%[11.4 µM]	1	-12%	x	10µM*	3.2µM*	1%	28µM*

(listing goes on)
APEX1 inh | RGS4 inh | LDHA inh | Anesthetic bind | 12-LOX inh | POLB inh | POLH inh | ERG-DNA inh | Pol kappa inh | Compound
48%[activator] | 12% | 0 | -16% | -9% | 0% | -11% | 3% | -10% | CC(C)CC(C(=O)NC1CCCCC1)N(Cc1ccccc1)C(=O)c1snc(C(N)=O)c1N (centres undefined)
17% | 10% | -4 | x | 14% | x | -23% | 9% | 0% | COC(=O)c1ccccc1S(=O)(=O)N1CCC(C(=O)OCc2ccc([N+](=O)[O-])cc2)CC1
x | 5% | -2 | -10% | -24% | u | -20% | 7% | 1% | CCC(=O)Nc1ccc2nc(SCc3ccc(C)cc3)sc2c1
0% | 19% | -16 | -23% | 0% | 3% | -11% | -3% | -16% | CC(=O)c1c(C(C)=O)c(C)n(-c2ccc(C)c(NC(=O)c3ccccc3Cl)c2)c1C
-1% | 0% | 6 | -8% | 0% | 6% | -12% | -6% | 5% | O=C(CCSc1nnc(-c2ccncc2)o1)Nc1cccc2ccccc12
3% | 8% | -2 | -11% | -8% | 0% | -16% | -10% | 0% | O=C(COC(=O)c1ncc(Cl)c(Cl)c1Cl)NC(=O)NCc1ccccc1
1% | -7% | 0 | -9% | 0% | 6% | -5% | -5% | -4% | O=C(CCn1c(=O)[nH]c2ccsc2c1=O)NCCc1ccc(Cl)cc1
x | 2% | -1 | -15% | -9% | 13% | -18% | -5% | -1% | CC(=O)N1CCc2c(sc3c2c(=O)n(Cc2ccccc2)c(=O)n3Cc2ccccc2Cl)C1
-7% | 4% | -1 | x | 3% | x | -21% | 0% | 8% | CCOC(=O)[C@H]1[C@H]2COc3ccc(Cl)cc3[C@@H]2N2C(=O)CN(Cc3ccc(Cl)cc3)C(=O)[C@@]12C
11% | -9%[11.4 µM] | -6 | -2% | 13% | -3% | -26% | -1% | -12% | Cc1cccc(NC(=O)Cn2c(=O)n(C)c3ccccc32)c1
x | 17% | -9 | 0% | 2% | u | -16% | 2% | -7% | Cc1cccc(C(=O)Nc2cc3nn(-c4ccc(C(C)C)cc4)nc3cc2C)c1
-3% | -12% | 0 | -16% | 2% | 12% | -22% | 14% | -6% | c1ccc2c(c1)CSc1sccc1C2=C1CCNCC1
1% | 21% | -1 | -1% | -1% | -14% | 1% | 13% | -8% | Cc1occc1C(=O)N1CCN(C(=O)C2CCCO2)CC1 (centres undefined)
8% | -20% | -3 | 1% | u | 11% | -21% | 5% | 2% | Cc1cccc(NC(=S)Nc2ccccn2)c1C
1% | -6% | -4 | -8% | -3% | 16% | 1% | 3% | -2% | O=C(Cn1ncc2c3ccccc3n(Cc3ccccc3)c2c1=O)NCc1ccco1
-1% | 20% | -12 | -13% | 50%[activator] | 2% | 3% | 2% | -4% | CCc1nnc(NC(=O)CCC(=O)N2CCN(Cc3cc(Cl)ccc3OC)CC2)s1
-9% | 0% | -1 | x | 0% | x | -3% | 0% | -22% | CC(=O)Nc1ccc(NC(=O)C(C)OC(=O)CCCN=C2NS(=O)(=O)c3ccccc32)cc1 (centres undefined)
-36% | 36% | 1 | 751%[activator] | -19% | 4% | 40µM* | -4% | -14% | N#Cc1c(N)n(-c2cccc(C(=O)O)c2)c2nc3ccccc3nc12
x | 21% | -11 | 60%[activator] | -10% | -1% | -6% | 2% | -5%[60.1 µM] | CCOc1ccc(C(c2c(O)cc(C)n(Cc3ccco3)c2=O)N2CCCCC2)cc1 (centres undefined)
x | 5% | 3 | -6% | 7% | -9% | -20% | -3% | -5%[60.1 µM] | COc1cccc(NC(=O)CSc2nc3c([nH]c4ccccc43)c(=O)n2-c2cccc(Cl)c2)c1
-5% | -36% | 6 | -5% | x | u | 89µM* | 3% | -16% | COc1cccc(C2C3=C(N=c4s/c(=C\c5ccc(OCC(=O)O)cc5)c(=O)n42)c2ccccc2CC3)c1 (centres undefined)
-2% | -42% | -6 | -13% | u | 19% | -10% | -1% | -16% | COc1ccc(C(=O)NC(=S)NNC(=O)COc2ccccc2)cc1
3%&0%&1%&4% | -3%&9% | -7&26 | u | -4%&-20% | 5% | -18%&-17% | -16%&2% | -2%&0% | CC1=CC(C)(C)Nc2ccccc21
x | -2% | -6 | -1% | -16% | 20% | -15% | 1% | 1% | Cc1cc2nn(-c3ccc(F)cc3)nc2cc1NC(=O)c1ccc(C(C)(C)C)cc1
u | -13%&3% | -1&-2 | 3%&56% | u | -10%&0% | -9%&-11% | 0%&-2% | -17%&-11% | CCOC(=O)c1cc2c(=O)n3ccccc3nc2n(C(C)C)c1=NC(=O)c1c(-c2c(F)cccc2Cl)noc1C
5% | 13% | 0 | -22% | 8% | -12% | -9% | -14% | -8% | COc1ccc(/C=N/n2c(SC)nnc(C(C)(C)C)c2=O)cc1OC
-8% | -13% | 4 | 33%[activator] | u | -3% | -16% | -1% | 0% | CN(C)CCCN1C(=O)c2oc3ccc(F)cc3c(=O)c2C1c1cccnc1 (centres undefined)
-2% | 0%&1% | -1&2 | 1%&-11% | -22%&7% | -12%&32% | 1%&1% | 1%&13% | -4%[60.1 µM] | CC(=O)N1CCC(N(CCCOC(C)C)C(=O)Nc2ccc(C)c(C)c2)CC1
x | -4% | -1 | -7% | u | -15% | 1% | 2% | -24% | Cc1cc(C)c(NC(=O)CN2C(=O)c3cccnc3Oc3ccc(Cl)cc32)c(C)c1
x | 5% | -8 | -7% | -23% | -26% | -9% | -2% | -6% | Cn1cc(C(=O)NCCc2ccc(Cl)cc2)c(=O)c2cc(S(=O)(=O)N3CCCCC3)ccc21
-3% | 10% | -5 | -10% | 17% | 12% | 4% | x | -3% | O=C(CN(Cc1cccs1)C(=O)CCC(=O)Nc1nccs1)NCc1ccccc1
-12% | 26% | -7&5 | 0% | 0%&-6% | 33% | -2% | 9% | -6% | Cc1cc(OCC(=O)NCc2cccnc2)c2c(C)cc(=O)oc2c1
-8% | -8% | -4 | 0% | -13% | 42% | -10% | 4% | -5% | O=S(=O)(NCC1CC1)c1cc(Cl)cc(Cl)c1
u | 14% | -4 | -7% | 0% | 15% | -7% | -8% | -6% | CC(C)NC(=O)CSc1nncn1-c1ccccc1
3% | 11% | 11 | -8% | 2.5µM* | -7% | -7% | 2% | -19% | COc1cc(CN2CCC(C(=O)N3CCN(c4ccccc4F)CC3)CC2)cc(OC)c1O

Bioassay records: PubChem BioAssay, National Center for Advancing Translational Sciences (NCATS)

Not all compounds are listed. The share of hits here may be higher or lower than overall.
